Source: PubChem BioAssay
AmpC inh detg – qHTS Inhibitors of AmpC Beta-Lactamase (assay with detergent); P00811; AmpC hydrolysis of nitrocefin, absorbance 480 nm, 0.01% Triton; Potency, µM (top dose mostly 114 µM), for inactives: top-dose activity change, negative = inhibition, hits mostly inhibitors; 370,000 tested, 0.041% active; AID 485294, 2010;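 further: potency means the concentration at half of the fitted maximal effect; 0% = no-compound wells and -100% = no-enzyme wells; nearly all actives have a fitted effect of over 25% in size; some results filed as inactive show a strong effect at the top dose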
Target sequence (P00811 whole entry, looked up): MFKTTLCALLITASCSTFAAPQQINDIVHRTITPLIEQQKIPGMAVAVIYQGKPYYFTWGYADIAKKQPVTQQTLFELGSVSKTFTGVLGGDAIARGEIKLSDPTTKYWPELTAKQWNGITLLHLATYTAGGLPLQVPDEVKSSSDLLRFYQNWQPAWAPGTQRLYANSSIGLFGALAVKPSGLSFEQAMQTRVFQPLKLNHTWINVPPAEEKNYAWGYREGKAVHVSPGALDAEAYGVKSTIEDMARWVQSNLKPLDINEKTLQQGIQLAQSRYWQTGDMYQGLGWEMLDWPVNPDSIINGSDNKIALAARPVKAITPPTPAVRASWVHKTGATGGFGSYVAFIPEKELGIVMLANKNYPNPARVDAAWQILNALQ
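20 mM phosphate pH 7.0 + 0.01% (detergent screen) or 0.0001% Triton X-100; 5.3 nM AmpC reagent; cpd preinc 15 min RT; nitrocefin (800 uM stock) to start; A480 q20 s × 4 min; Activity was normalised to no-enzyme and no-compound control wells.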
FBPA Giardia inh – qHTS Assay for Inhibitors of Fructose-1,6-bisphosphate Aldolase from Giardia Lamblia | 290,000 tested, 0.71% active | purified Giardia FBPA | A8B2U2 | Potency, µM (titrated, usually from 59.6 µM), for inactives: at the top dose activity, negative = inhibition, actives largely listed as inhibitors; further: potency means the concentration at half of the fitted maximal effect; nearly all actives have a fitted effect of over 55% in size
Target sequence (A8B2U2 whole entry, looked up): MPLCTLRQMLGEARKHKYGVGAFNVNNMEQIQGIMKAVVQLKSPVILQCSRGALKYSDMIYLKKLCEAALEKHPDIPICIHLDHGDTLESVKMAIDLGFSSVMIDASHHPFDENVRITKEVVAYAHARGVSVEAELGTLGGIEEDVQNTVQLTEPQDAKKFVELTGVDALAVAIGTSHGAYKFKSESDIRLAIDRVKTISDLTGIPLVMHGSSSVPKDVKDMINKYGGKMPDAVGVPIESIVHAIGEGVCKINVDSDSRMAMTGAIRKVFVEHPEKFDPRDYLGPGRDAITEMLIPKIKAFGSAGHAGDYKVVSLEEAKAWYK
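40 nM FBPA preincubated 10 min at RT with compound (up to 57.5 uM final), then substrate plus GAPDH/TPI/NAD/arsenate coupling and diaphorase/resazurin added. Fluorescence read after 20 min at RT, 525/598 nm.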
HCV inh – qHTS Assay for Inhibitors of Hepatitis C Virus (HCV) | Huh7.5.1 HCVcc-Cre infection, luciferase reporter, 44 h | Potency, µM (series often up to 41.8 µM), without a hit: at the top dose activity change, negative = inhibition, actives largely listed as inhibitors | 340,000 tested, 3.4% active | AID 651820, 2012; further: potency means the concentration at half of the fitted maximal effect
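Antiviral activity was scored by luciferase reporter output from cells infected with HCVcc-Cre (~0.5 moi) in presence of compound, 44 h infection period, cells seeded 1,000/well 4 h prior.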
HCMV antiviral – qHTS Assay for inhibitors of the human cytomegalovirus (HCMV); 410,000 tested, 4.5% active; activity change, negative = inhibition, % at 57.5 µM; AID 1259415, 2018; HFF cells, HCMV-luciferase reporter, 72 h; hits give low values; in the data active means activity change below about -60%; inconclusive means no clear call, values can overlap the other calls; inactive means above about -39%
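Human foreskin fibroblasts infected with luciferase-reporter HCMV at MOI 1 PFU/cell, compounds at two doses. Luciferase measured 72 h post infection; normalized to buffer-only basal and Salinomycin (10uM) controls.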
AmpC no deterg – qHTS Inhibitors of AmpC Beta-Lactamase (assay without detergent). AmpC nitrocefin hydrolysis, absorbance 480 nm, 0.0001% Triton. Potency, µM (titrated, usually from 57.1 µM), for the others: at the highest dose activity change, negative = inhibition, hits mostly inhibitors. P00811. AID 485341, 2010. 330,000 tested, 0.52% active;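 further: potency means the concentration at half of the fitted maximal effect; plate controls were no compound for no effect and no enzyme for full effect; nearly all actives have a fitted effect of over 20% in size; some results filed as inactive show a strong effect at the top dose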
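AmpC (5.3 nM in the dispensed reagent) in 20 mM phosphate pH 7.0 with 0.01% (detergent screen) or 0.0001% Triton X-100 was preincubated with compounds for 15 min at room temperature. Nitrocefin was then added from an 800 uM solution, and hydrolysis was followed at 480 nm.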
Sm TGR inh – qHTS Assay for the Inhibitors of Schistosoma Mansoni Peroxiredoxins; 360,000 tested, 3% active; Potency, µM (series often up to 114 µM), for the others: at the highest dose activity change, negative = inhibition, usual class: inhibitors; Schistosoma mansoni thioredoxin glutathione reductase (TGR), Q962Y6; AID 485364, 2010; purified TGR, DTNB reduction, TNB absorbance 405 nm; further: potency means the concentration at half of the fitted maximal effect; nearly all actives have a fitted effect of over 60% in size
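Kinetic colorimetric format: TGR-catalysed, NADPH-driven DTNB reduction monitored via TNB absorbance. Enzyme dispensed at 20 nM; compound exposure 15 min at room temperature before reaction start.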
Starred values were filed as active, the others as inactive; u = inconclusive; x = no result given; & = joins results of further samples; [ ] = dose if it differs, or a comment. Unless noted, the call rests on the fitted dose curve; in most records, active means well fitted curve in the direction sought with a large enough effect; inconclusive means small, poorly fitted or top-dose-only effect, or another doubt; inactive means no such curve, though single readings can be large; an effect the other way counts as inactive or inconclusive. Unless noted, on the % scale 0 is the no-effect control and ±100 the full control effect.

canonical_smiles | AmpC inh detg | FBPA Giardia inh | HCV inh | HCMV antiviral | AmpC no deterg | Sm TGR inh
O=C(CSc1nc(-c2ccc(F)cc2)[nH]c1-c1ccccc1)NCC1CCCO1 (configuration not stated) | -1% | x | x | -6 | x | 1%
COC(=O)c1c(N)n(-c2ccc(OC)c(OC)c2)c2nc3ccccc3nc12 | 14% | x | x | 1 | x | 3%
CC(=O)Nc1cccc(NC(=O)c2cc(Cl)ccc2Cl)c1 | -9% | -9% | -7% | 10 | -26% | -1%
CCOc1ccc(CNC(=O)CCCn2nc(C)c3sc4ccccc4c3c2=O)cc1 | -2% | x | x | -22 | x | 0%
OCc1ccccc1O[C@@H]1O[C@H](CO)[C@@H](O)[C@H](O)[C@H]1O | -10% | 8%&9% | 17% | x | -18% | -2%
COc1cccc(C2=Nn3c(nnc3-c3ccccc3O)SC2)c1 | -9% | 18%&1% | u | 60 | -39% | 1%
O=C(CCC(=O)OCC(=O)c1ccc([N+](=O)[O-])cc1)Nc1ccccc1Cl | 5% | x | 2% | x | 2% | -16%
O=C(Nc1cccc(-c2nc3ccccc3c(=O)o2)c1)c1ccccc1 | -5% | 5% | 1% | -4 | -31% | 5%
O=C(CCl)N(C/C=C/c1ccccc1)c1ccc2c(c1)OCCO2 | 2% | -29% | 2.2µM* | 58 | -9% | 7.1µM*
CCN(CC)CCOc1cc2c(nn1)Oc1ccccc1N2C | u | -11% | -21% | 21 | -26% | 1%
CCO[C@H]1OC(C(=O)O)=C[C@@H](C)[C@@H]1CCCO | -3% | 6% | 9% | -16 | -6% | -12%
CC(C)n1nc(C(=O)Nc2nc3ccc(S(C)(=O)=O)cc3s2)c2ccccc2c1=O | u | 2% | u | 2 | -5% | 3%
Cc1cccc(C)c1NC(=O)c1sc(-n2nc(C)c(Cc3ccc4c(c3)OCO4)c2C)nc1C | -5% | x | x | 6 | x | -1%
CCN(CC)S(=O)(=O)c1cccc(-c2nnc(SCC(N)=O)n2CCc2ccccc2)c1 | -5% | 3% | 9%&-6% | -21 | 86%[activator] | 0%
O=C(NCCCN1CCOCC1)c1cc2nc(-c3ccco3)cc(C(F)(F)F)n2n1 | -7% | 1% | 5% | -40 | -3% | -3%
CC(=O)Nc1ccccc1C(=O)C(=O)Nc1ccc(C)c(F)c1 | -18% | -4% | -16% | 162 | 0% | -10%
O=C(Nc1ccc(C(=O)N2CCCCC2)cc1)c1ccccc1Cl | 2% | x | -6% | -2 | 277% | -14%
CC(C)(C)C(=O)NC(=S)Nc1ccccn1 | 3% | -19% | 18% | u | -23% | 41%[activator]
COc1ccc(C2(C)NC(=O)N(CC(=O)Nc3ccc(Br)c(C)c3)C2=O)cc1OC (configuration not stated) | -2% | -3% | u | 10 | 63%[activator] | 5%
Cn1cc(S(=O)(=O)c2ccccc2)n(C)c1=O | 1% | 0% | 4% | -16 | -20% | x
O=C(N/N=C/c1cccs1)c1cccc(S(=O)(=O)Nc2ccc(Cl)cc2)c1 | -12% | 6% | -16% | -65* | 14µM* | 6%
COc1ccccc1N(C)S(=O)(=O)c1ccc(C)c(C(=O)NC(C)c2ccccn2)c1 (configuration not stated) | -10% | x | 2% | u | 15% | -16%
CSc1sc(-c2nnc(SCC(=O)Nc3ccc(Cl)cc3)n2C)c2c1C=CCC2 | 9% | 2% | -29% | 39 | -13% | 0%
Cc1cc2c(ncn2C)c(NS(=O)(=O)c2cc(Cl)ccc2Cl)c1C | 1% | -2% | -3% | -32 | 26% | 2%
O=C(OCc1cc(Cl)ccc1OC(F)F)c1cccnc1 | 1% | 4% | u | -1 | -3% | -5%
Cc1ccc(S(=O)(=O)N2CCN(C(=O)Cc3ccccc3)CC2)cc1 | 1% | 6% | 13% | -14 | 23% | -3%
O=C(c1ccc2c(=O)n(-c3ccccc3)c(=O)[nH]c2c1)N1CCCCC1 | u | 3% | -22% | -66* | -15% | 5%
CN=C(Nc1ccc(Br)cc1)SC1CC(=O)N(c2ccc(OC)cc2)C1=O (configuration not stated) | 6% | -6% | 8% | 0 | 31% | -17%
Nc1ccc(C(=O)N/N=C/c2cn(Cc3cccc(F)c3)c3ccccc23)cc1 | u | 5% | u | x | -50% | 0%
O/N=C(\COc1ccccc1O)c1ccccc1 | -17% | -4% | -7% | -16 | -12% | 0%

Entries above containing a thiophene ring, fused or not, in the order listed:
canonical_smiles | AmpC inh detg | FBPA Giardia inh | HCV inh | HCMV antiviral | AmpC no deterg | Sm TGR inh
CCOc1ccc(CNC(=O)CCCn2nc(C)c3sc4ccccc4c3c2=O)cc1 | -2% | x | x | -22 | x | 0%
O=C(N/N=C/c1cccs1)c1cccc(S(=O)(=O)Nc2ccc(Cl)cc2)c1 | -12% | 6% | -16% | -65* | 14µM* | 6%
CSc1sc(-c2nnc(SCC(=O)Nc3ccc(Cl)cc3)n2C)c2c1C=CCC2 | 9% | 2% | -29% | 39 | -13% | 0%

Next part
canonical_smiles | AmpC inh detg | FBPA Giardia inh | HCV inh | HCMV antiviral | AmpC no deterg | Sm TGR inh
CCC(C)[C@H](NC(=O)NC1CCCc2ccccc21)C(=O)OC (some centres not stated) | 1% | 4% | 10% | 14 | -6% | -3%
COCCCn1nnnc1SCC(=O)N1CCCC1 | -6% | 2% | 9% | 14 | -4% | -17%
COc1cccc(NC(=O)CN2C(=O)COc3ccc(S(=O)(=O)N4CCOCC4)cc32)c1 | 0%&6% | x | 20% | 0&66 | -3% | 3%&-1%
COc1ccc(OC)c(-c2oc3ccccc3c(=O)c2O)c1 | 1% | 7% | -29% | -29 | -25% | -7%
COc1ccc([N+](=O)[O-])cc1NC(=O)c1cc(C)c(C)o1 | 4% | -4% | 4% | -21 | -9% | x
COc1ccc(NC(=O)c2c(NC(=O)c3cccc(C)c3)sc3c2CCC3)cc1 | 8% | x | x | -4 | x | -1%
Cc1cc(C)c[n+](CC(=O)c2ccc(C)c([N+](=O)[O-])c2)c1 | u | -1% | 1% | -31 | -22% | -17%
COc1ccc(CSc2nc3ncccc3[nH]2)cc1 | -1% | x | x | 9 | x | 3%
O=C(CN1CCN(S(=O)(=O)/C=C/c2ccccc2)CC1)Nc1ccccc1N1CCOCC1 | 1% | -1% | -29% | u | 28% | 1%
CCC1=Nc2cc(C(=O)N3CCC4(CC3)OCCO4)ccc2Sc2ccc(Br)cc21 | -9% | -13% | u | 0 | 168%[activator] | -16%
O=C1OC(Oc2ccccc2)(c2ccccc2)c2ccccc21 (configuration not stated) | -2% | -15% | x | -34 | -38% | 3%
CCc1nn2c(=O)cc(COC(=O)CNC(=O)COc3ccc(C)cc3)nc2s1 | -2% | x | x | 2 | x | 14%
COC(=O)c1ccc(NC(=O)CCN2CCCCC2)cc1 | 8%&-7% | -4%&-5% | -7%&-4% | 18&-3 | -12%&-17% | 7%&1%
Cc1ccccc1CSc1nc2[nH]ncc2c(=O)[nH]1 | -12% | 5% | 7% | u | -23% | -8%
CCC1CCCCN1Cc1cc(OC)c(O)c([N+](=O)[O-])c1 (configuration not stated) | -5% | -12% | 9% | 15 | -12% | 13%
CC(C)[C@H](NC(=O)C1CCN(C(=O)[C@@H]2CCCN2)CC1)C(=O)NCc1ccc(F)cc1 | -10% | u | u | -29 | -7% | -31%
COC(=O)C1CCN(C(=O)C23CCC(C)(C(=O)O2)C3(C)C)CC1 (configuration not stated) | -14% | 17% | 2% | 1 | -2% | 1%
Cc1ccc(S(=O)(=O)N2CCC(C(=O)N(C)C3CCS(=O)(=O)C3)CC2)cc1 (configuration not stated) | -4% | 4% | 13% | 75 | -22% | -1%
CN1CCc2c([nH]c3ccccc23)C1 | 7% | 2% | -15% | 37 | -18% | 29%
Cc1c(C(=O)NNc2cc(=O)n(C)c(=O)n2C)cccc1[N+](=O)[O-] | 4% | -12% | 11% | 8 | -22% | 12%
COc1ccc(CN(C)CC(=O)Nc2ccc(Cl)cc2C(F)(F)F)c(OC)c1 | -12% | u | -18% | 67 | -2% | 2%
C/C=C/c1ccc(OCCOc2cccc3cccnc23)c(OC)c1 | -1% | -9% | u | 29 | -2% | -5%
CCc1ccccc1NC(=O)Cn1c(=O)n(-c2ccc(CC(=O)NCC3CCCO3)cc2)c(=O)c2ccccc21 (configuration not stated) | -8%&-1% | -1% | 10% | 0&8 | -13% | -10%&-5%
CN1CC2([N+](=O)[O-])CC=C(Oc3ccccc3)C([N+](=O)[O-])(C1)C2 (configuration not stated) | u | -17% | -2% | -28 | x | 5%
Cc1cc(C)n(-c2nc3ccccc3nc2N2CCN(S(=O)(=O)c3cccc(C#N)c3)CC2)n1 | -2% | -4% | u | 15 | 78%[activator] | -11%
CN(Cc1cccs1)C(=O)C1CC(=O)N(Cc2ccccc2)C1 (configuration not stated) | -17% | x | 7% | -3 | -2% | 6%
C#CCOCCOCCOCCNc1nc(N2CCN(C(=O)C([C@@H](C)O)n3cc([C@@H](N)CCCCN)nn3)CC2)nc(N2CCN(C(=O)[C@H](CC(N)=O)n3cc([C@@H](N)C(C)C)nn3)CC2)n1 (some centres not stated) | x | x | 2% | 1 | 1% | x
COc1cccc(C(c2nnnn2Cc2ccccc2)N2CCN(C(=O)c3ccco3)CC2)c1OC (configuration not stated) | -4% | 1% | -9%&12% | -40 | 67%[activator] | -23%
COc1ccc(C2CC(c3ccccc3)Nc3ncnn32)cc1 (configuration not stated) | u | 1% | -15% | 11 | -9% | -4%
O=C(NC(=S)N1CCCc2ccccc21)c1ccco1 | 7% | 1% | 4% | 110 | -19% | 28µM*
CC(C)N1OC2CC1c1nc3ccccc3n1C2 (configuration not stated) | 3% | -13% | 3% | 5 | -28% | -5%
Cc1cccc(N(C(=O)c2snc(C(N)=O)c2N)C(C(=O)NCC2CCCO2)c2c[nH]c3ccccc23)c1 (configuration not stated) | -6% | x | u | -19 | 160%[activator] | 0%
NC(=O)c1ccc(NC(=O)COC(=O)c2ccc3c(c2)OCO3)cc1 | 4% | x | -6% | 0 | -9% | -5%
CCn1ccnc1CN(C)Cc1cn(-c2ccc(C)cc2)nc1-c1ccc(F)cc1 | -10% | 7% | u | 24 | 158%[activator] | 0%
CC(C)c1ccc(NC(=O)c2ccc(Br)o2)cc1 | 5% | -28% | 2% | 110 | -33% | -1%
COc1cc(C(=O)ONC(=O)c2ccc(OC(F)F)cc2)cc(OC)c1OC | 1% | 5% | -8% | 0 | -39% | -7%
CCN(CC)C(=O)Oc1ccc2c(=O)c(-c3ccccc3)coc2c1 | -11% | -1% | x | 16 | -2% | 1%

Compounds as they come; any-hit rate near 9.9%.
